Growth percent in the NCI-60 one-dose screen (48 h, 10 µM unless noted): 100 = growth as untreated, 0 = no growth, -100 = all killed.
OVCAR-5: OVCAR-5 ovarian cancer | 82,000 tested, 2.9% active
ACHN: ACHN renal cancer. 81,000 tested, 4.9% active. AID 1794771
OVCAR-4: OVCAR-4 ovarian cancer cells; 80,000 tested, 3.7% active; AID 1794784
OVCAR-3: OVCAR-3 ovarian cancer; AID 1794787; 79,000 tested, 7% active
SK-OV-3: SK-OV-3 ovarian cancer cells; AID 1794785; 80,000 tested, 3.2% active
RXF 393: RXF 393 renal cancer cells; 77,000 tested, 6.9% active; AID 1794773
A498: A498 renal cancer cells; 76,000 tested, 5.4% active
IGROV1: IGROV1 ovarian cancer. AID 1794786. 79,000 tested, 4.7% active
OVCAR-8: OVCAR-8 ovarian cancer | 81,000 tested, 4.4% active
Numbers without * were called inactive; x = no result given; & = joins results of further samples. Rule for the calls: active = growth percent below 10; inactive = the rest.

SMILES	OVCAR-5	ACHN	OVCAR-4	OVCAR-3	SK-OV-3	RXF 393	A498	IGROV1	OVCAR-8
CCCCCCCC(=O)OCC(=O)[C@]1(O)Cc2c(O)c3c(c(O)c2[C@@H](OC2CC(N)C(O)C(C)O2)C1)C(=O)c1c(OC)cccc1C3=O (stereo not given in full)	-74*	-83*	-72*	-100*	-58*	x	-88*	-67*	-95*
Cn1cc(-c2csc(-c3cn(CCN4CCOCC4)c4ccc(F)cc34)n2)c2cccnc21	75	18	30	32	79	71	68	21	4.9*
CC1CC(C)OP(=O)(OCCC#N)O1 (stereo not given)	101	105	114	103	101	106	96	104	105
CC(C)CN1CC1c1ccccc1 (stereo not given)	99	107	102	95	128	105	62	114	102
COc1ccc(CCl)cc1CCl	97	99	95	106	100	107	85	118	98
O=c1[nH]c2ccccc2n1CCCN1CCC(n2c(=O)[nH]c3cc(Cl)ccc32)CC1	107	99	84	105	120	106	114	110	97
CCCC1OCC2(CO)COC(CCC)N12 (stereo not given)	107	102	116	107	106	103	81	110	113
C=CC[Se]C(=O)CCc1ccccc1	96	100	106	90	112	107	83	86	99
C[N+](C)(C)CC(=O)O	99&104	102&105	93&108	100&112	105&106	104	99&97	105&106	103&97
CC(C)(NC(=O)O[C@@H]1CN2CCC1CC2)c1csc(-c2cccnc2)n1	86	100	105	108	98	95	78	96	102
CCOC(=O)P(=O)(OCC)OCC	112	105	x	113	98	115	102	89	101
C/C(=C\c1cc(C(F)(F)F)nn1CCNC(=O)OC(C)(C)C)[C@@H]1C[C@@H]2O[C@]2(C)CCC[C@H](C)[C@H](O)[C@@H](C)C(=O)C(C)(C)[C@@H](O)CC(=O)O1	69	75	71	31	86	53	49	49	62

Brought forward from above: four compounds, followed by the next part.
SMILES	OVCAR-5	ACHN	OVCAR-4	OVCAR-3	SK-OV-3	RXF 393	A498	IGROV1	OVCAR-8
C[N+](C)(C)CC(=O)O	99&104	102&105	93&108	100&112	105&106	104	99&97	105&106	103&97
CC(C)(NC(=O)O[C@@H]1CN2CCC1CC2)c1csc(-c2cccnc2)n1	86	100	105	108	98	95	78	96	102
CCOC(=O)P(=O)(OCC)OCC	112	105	x	113	98	115	102	89	101
C/C(=C\c1cc(C(F)(F)F)nn1CCNC(=O)OC(C)(C)C)[C@@H]1C[C@@H]2O[C@]2(C)CCC[C@H](C)[C@H](O)[C@@H](C)C(=O)C(C)(C)[C@@H](O)CC(=O)O1	69	75	71	31	86	53	49	49	62
CC12CCC=CC1CCC1C2CCC2(C)C(c3ccc(=O)oc3)CCC12O (stereo not given)	-80*	-90*	-53*	-75*	-11*	-47*	-20*	-12*	-51*
COC(=O)c1cn(Cc2cn(S(=O)(=O)c3ccccc3)c3ccccc23)c2ccccc12	86	88	81	97	91	94	95	82	85
Cc1cccc([N+](=O)[O-])c1O	103	107	119	121	118	117	92	x	99
O=C(CCl)N1CCOCC1	98	99	110	124	107	110	109	101	105
CO[C@@H]1[C@H](OC(=O)NC(=O)CCl)CC[C@]2(CO2)[C@H]1[C@@]1(C)O[C@@H]1CC=C(C)C	72	61	48	72	94	68	103	-11*	x
COc1ccc(C(C#N)C(C)=O)cc1 (stereo not given)	95	100	131	108	99	111	97	114	96
COc1ccc(C2=NN(c3cc(Cl)cc(Cl)c3)C(c3sc(N(CCCl)CCCl)nc3Cl)C2)cc1 (stereo not given)	101	96	93	99	94	x	113	88	96
COC(=O)C[Se]C(=O)c1ccccc1OC(C)=O	39	72	54	85	221	79	x	52	45
O=C(CC1(O)C(=O)Nc2ccc(Br)cc21)c1ccc(C(=O)NCC2CCC3(CC2)OOC2(CCCCC2)OO3)cc1 (stereo not given)	96	-41*	49	8.9*	71	69	85	15	42
CN1CCCCC1C(O)c1ccc(Cl)cc1 (stereo not given)	103	103	107	108	109	104	97	97	100
O=C1C=Cc2ccccc2C1=O	120	47	x	97	72	46	91	78	88
O=C(O)P(=O)(O)O	107	105	111	107	104	x	106	116	99

Structures listed so far with sulfur, in the order listed:
SMILES	OVCAR-5	ACHN	OVCAR-4	OVCAR-3	SK-OV-3	RXF 393	A498	IGROV1	OVCAR-8
Cn1cc(-c2csc(-c3cn(CCN4CCOCC4)c4ccc(F)cc34)n2)c2cccnc21	75	18	30	32	79	71	68	21	4.9*
CC(C)(NC(=O)O[C@@H]1CN2CCC1CC2)c1csc(-c2cccnc2)n1	86	100	105	108	98	95	78	96	102
COC(=O)c1cn(Cc2cn(S(=O)(=O)c3ccccc3)c3ccccc23)c2ccccc12	86	88	81	97	91	94	95	82	85
COc1ccc(C2=NN(c3cc(Cl)cc(Cl)c3)C(c3sc(N(CCCl)CCCl)nc3Cl)C2)cc1 (stereo not given)	101	96	93	99	94	x	113	88	96

More structures follow.
SMILES	OVCAR-5	ACHN	OVCAR-4	OVCAR-3	SK-OV-3	RXF 393	A498	IGROV1	OVCAR-8
C[C@]12CC[C@H]3[C@@H](CC[C@@H]4C[C@@H](O[C@@H]5O[C@H](CO)[C@@H](O)[C@H](O)[C@H]5O)CC[C@@]43C=O)[C@@]1(O)CC[C@@H]2c1ccc(=O)oc1	105	102	108	110	84	102	96	111	99
NC(=O)C(Cl)Cl	101	104	105	110	109	x	106	102	100
CC1COC(=O)C1 (stereo not given)	102	108	109	107	96	103	89	103	104
c1ccc(N2C3C4CC(C5CCCC54)C32)cc1 (stereo not given)	107	98	110	128	100	130	122	141	103
CC(=O)O[C@H](C[C@H](C(C)C)N(C)C(=O)[C@H](C)NC(=O)[C@H]1CCCN1C)c1nc(C(=O)N[C@@H](Cc2ccccc2)C[C@H](C)C(=O)O)cs1	112	106	111	33	110	84	85	85	96
CC(C)[C@H](NC(=O)c1cc(-c2ccc(F)cc2)nn1CCCCCF)C(N)=O	105	106	100	109	99	96	85	98	104
NC1CC2CCCCC2CC1(O)c1ccccc1 (stereo not given)	95	104	102	109	107	101	90	102	99
CN=NNc1nc[nH]c1C(N)=O	103&99	107&99	101&126	111	106&90	120&110	104&88	112&99	100&88
C=CCCCCCCCCC(=O)[O-].C=CCCCCCCCCC(=O)[O-].[Zn+2]	106	101	115	118	112	x	93	105	97
CC[N+]1(C)CCCC(OC(=O)C(O)(c2ccccc2)c2ccccc2)C1 (stereo not given)	106	99	108&116	120&102	116&102	113	92&93	118&102	102&110
CCOP(=O)(CC(=O)NC(C(N)=O)C(C)C)OCC (stereo not given)	95	86	102	115	112	99	106	110	100
CCOP(=S)(OCC)Oc1nc(Cl)c(Cl)cc1Cl	82	94	x	103	102	102	92	90	105

Single records, from the list above. Values in the order: OVCAR-5, ACHN, OVCAR-4, OVCAR-3, SK-OV-3, RXF 393, A498, IGROV1, OVCAR-8
Results for C=CCCCCCCCCC(=O)[O-].C=CCCCCCCCCC(=O)[O-].[Zn+2] → 106, 101, 115, 118, 112, x, 93, 105, 97
Results for C[C@]12CC[C@H]3[C@@H](CC[C@@H]4C[C@@H](O[C@@H]5O[C@H](CO)[C@@H](O)[C@H](O)[C@H]5O)CC[C@@]43C=O)[C@@]1(O)CC[C@@H]2c1ccc(=O)oc1 → 105, 102, 108, 110, 84, 102, 96, 111, 99
Results for NC1CC2CCCCC2CC1(O)c1ccccc1 (stereo not given) → 95, 104, 102, 109, 107, 101, 90, 102, 99
Results for CN=NNc1nc[nH]c1C(N)=O → 103&99, 107&99, 101&126, 111, 106&90, 120&110, 104&88, 112&99, 100&88

Quoted from the entries so far for reference:
SMILES	OVCAR-5	ACHN	OVCAR-4	OVCAR-3	SK-OV-3	RXF 393	A498	IGROV1	OVCAR-8
CC[N+]1(C)CCCC(OC(=O)C(O)(c2ccccc2)c2ccccc2)C1 (stereo not given)	106	99	108&116	120&102	116&102	113	92&93	118&102	102&110
CCOP(=O)(CC(=O)NC(C(N)=O)C(C)C)OCC (stereo not given)	95	86	102	115	112	99	106	110	100
CCOP(=S)(OCC)Oc1nc(Cl)c(Cl)cc1Cl	82	94	x	103	102	102	92	90	105

(further entries)
SMILES	OVCAR-5	ACHN	OVCAR-4	OVCAR-3	SK-OV-3	RXF 393	A498	IGROV1	OVCAR-8
COc1cc(/C=N\N=C(N)N)cc([N+](=O)[O-])c1O	99	99	122	113	111	111	112	105	97
CC(Cc1ccccc1)NCC(=O)c1ccc(O)c(O)c1 (stereo not given)	97	96	92	97	92	108	92	102	92
N#CC(C#N)=Cc1ccc(C=C(C#N)C#N)cc1	102	116	113	120	102	168	96	109	111
Clc1ccc(Cl)c2ccccc12	102	108	111	117	116	116	114	119	110
CCC(=O)O[C@H]1CC[C@H]2[C@@H]3CC[C@@]4(C)CC(=O)CC[C@]4(C)[C@H]3CC[C@]12C	105	99	81	91	97	106	92	102	94
c1ccc(CCCN2CCCCC2Cc2ccccc2)cc1 (stereo not given)	95	101	85	100	94	92	75	96	87
O=[N+]([O-])c1ccc(Cl)c(Cl)c1	106	102	118	114	105	113	97	111	105
CCC1CN1P(=O)(N(CC)CC)N1CC1CC (stereo not given)	110	99	116	109	107	120	109	103	103
Nc1ccc2c(c1)Cc1cc(N)ccc1-2	107	97	96	88	82	88	85	83	100
CC1CN1c1cc(O)c(N2CC2C)cc1O (stereo not given)	103	105	103	118	104	104	x	108	115
O=[N+]([O-])c1ccc(/C=C/C=C/C=C/C=C/c2ccc(S(=O)(=O)F)cc2Cl)c(Cl)c1	105	92	80	95	102	100	109	86	94
C=CCN=C([Se])NC(=O)c1ccc2c(c1)OCO2	117	111	108	112	45	128	83	76	61
CC[C@H](C)[C@H](NC(=O)[C@H]1CCCCN1C)C(=O)N(C)[C@H](C[C@@H](OC(C)=O)c1nc(C(=O)NC23CC(C(=O)OC)(C2)C3)cs1)C(C)C	54	12	43	-19*	24	36	-8.0*	32	19
CCC(=O)O[C@H]1CC[C@H]2[C@@H]3C[C@H](F)C4=CC(=O)CC[C@]4(C)[C@H]3CC[C@]12C	87	99	97	117	107	77	88	96	97
N#CC1(c2ccccc2)CCCC1	104	105	106	121	109	115	x	115	105
O=C1NC(=O)C(=Cc2ccc(-c3ccccc3)cc2)C(=O)N1	107	114	118	111	105	109	118	111	105
O=C1/C(=C/c2cn(Cc3ccccc3Br)c3ncccc23)N2CCC1CC2	83	65	82	88	97	96	56	80	77
COCCOP(=O)(N1CC1)N1CC1	94	106	104	x	102	117	84	97	94
COc1cccc(C(O)P(=O)(OC)OC)c1OC (stereo not given)	102	104	102	121	108	x	97	109	102
CCC1(CC)C(=O)NC(=O)N(CCc2ccccn2)C1=O	112	112	118	110	105	123	97	111	111
CCCCCCC(C)(C)c1ccc([C@@H]2C[C@H](O)CC[C@H]2CCCO)c(O)c1	101	95	77	96	97	95	88	104	88
O=C1NC(=O)C(=Cc2ccc(F)cc2)C(=O)N1	107	109	106	105	106	116	94	105	106
ClCCN(CCCl)c1ccc(/C=N\N=C\c2ccc(N(CCCl)CCCl)cc2)cc1	107	40	53	56	20	x	75	72	34
COC(=O)CCC1=C(C)c2cc3[n-]c(cc4nc(cc5[n-]c(cc1n2)c(CCC(=O)OC)c5C)C=C4C)cc3C.[Cd+2]	103	68	38	-58*	84	66	34	35	69
O=C(CBr)Nc1ccc(Cl)cc1	67	64	89	69	108	98	104	x	97
OCCNC(Cc1ccccc1)c1ccccc1Cl (stereo not given)	76	103	111	96	79	99	95	97	102
CCC(=O)c1ccc(OC)cc1	95	99	102	97	108	112	101	111	99
O=C(/C=C/c1ccccc1)c1nc2ccccc2n1Cc1ccc(F)cc1	-15*	-55*	48	-48*	65	-89*	106	-33*	4.7*
COc1ccc(/C=C/c2cc(OC)c(OC)c(OC)c2)cc1NC(=O)/C=C/c1ccc(F)cc1	58	48	61	-11*	-29*	-19*	-4.0*	47	37
O=C(NCc1ccc(Cl)cc1)c1cn(Cc2ccc(Cl)cc2)nn1	101	111	108	122	110	95	77	103	106

These rows are one share of the data (hit frequency here may not be typical).
